Rab2 wt GTP = modulators of GTP binding to Rab2A wildtype, primary screen, biochemical, dog, bead-based flow cytometry, multiplex. AID 760, 2007. GTP binding activity, % at 10 µM. hit rate 0.19% among 190,000. GST-Rab2 wt beads, Bodipy-GTP binding. Ras-related protein Rab-2A (Canis lupus familiaris), P61105;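 active = GTP binding activity at least 20 points away from 100%, either lowered or raised; inconclusive = signal likely due to the compound's own green fluorescence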;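 note: 0% = beads with excess unlabeled GTP and 100% = no-compound control corrected for plate trend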
ABCG2 inh = ABCG2 efflux pump inhibitors, primary screen, multiplex with ABCB1, IgMXP3 cells, flow cytometry; JC-1 efflux; hit rate 0.1% among 190,000; inhibition, % at 6.6 µM;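 active = inhibition above 80%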;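 note: 0% = DMSO and 100% = nicardipine control wells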
Target sequence (Q9UNQ0 whole entry, looked up): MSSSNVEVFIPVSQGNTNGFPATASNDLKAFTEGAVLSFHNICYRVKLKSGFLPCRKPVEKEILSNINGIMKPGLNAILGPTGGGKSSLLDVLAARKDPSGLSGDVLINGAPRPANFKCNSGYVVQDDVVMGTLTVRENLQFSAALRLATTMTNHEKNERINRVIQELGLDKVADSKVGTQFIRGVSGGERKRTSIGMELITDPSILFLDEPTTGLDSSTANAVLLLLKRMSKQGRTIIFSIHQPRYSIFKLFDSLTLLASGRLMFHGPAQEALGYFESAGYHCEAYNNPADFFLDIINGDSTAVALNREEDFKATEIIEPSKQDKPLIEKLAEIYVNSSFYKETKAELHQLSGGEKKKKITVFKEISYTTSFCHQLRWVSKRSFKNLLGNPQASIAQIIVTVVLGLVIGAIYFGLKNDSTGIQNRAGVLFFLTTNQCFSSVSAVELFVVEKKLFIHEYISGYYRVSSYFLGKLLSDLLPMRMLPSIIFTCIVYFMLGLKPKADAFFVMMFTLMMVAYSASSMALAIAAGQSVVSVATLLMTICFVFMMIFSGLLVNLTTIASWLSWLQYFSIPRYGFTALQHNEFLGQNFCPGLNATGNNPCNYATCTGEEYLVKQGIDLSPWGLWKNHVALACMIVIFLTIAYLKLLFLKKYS
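test system = two drug-resistant human cell lines, ABCG2 and ABCB1 | amount = 3 million cells/mL final, two lines in 1:1 ratio | reagent = JC-1 transporter substrate | doses = one concentration, 6.6 µM final | incubation = 10 min at 25 °C | signal = flow cytometric JC-1 green MFI at 530 nm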
GSH fluor = compound fluorescence on glutathione beads, profiling panel, artefact control, biophysical, 488/530 nm, flow cytometry. fluorescence (KMESF) at 10 µM. GSH beads flow cytometry, compound fluorescence 488/530 nm; active compounds read high. hit rate 0.25% among 190,000; in the data active = fluorescence above about 89;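 note: glutathione beads carrying GST-tagged Bcl family fusion proteins plus one bare bead set; values are compound well signal with DMSO vehicle wells as background; inactives centre near 16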
Cdc42 wt GTP = modulators of GTP binding to wildtype Cdc42, primary screen, biochemical, multiplex bead flow cytometry, Bodipy-GTP. percent activity (GTP binding), % at 10 µM. AID 761, 2007. hit rate 0.2% among 190,000. GST-Cdc42 beads; actives lie on both sides;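 active = percent activity GTP binding at least 20 points away from the 100% baseline, either down as inhibitor or up as activator; inconclusive = compound flagged as likely green fluorescent from well-wide comparison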;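 note: median bead fluorescence of bound Bodipy-FL-GTP at 100 nM; 0% = excess unlabeled GTP control and 100% = no compound control; below 100% means less GTP binding so inhibitor and above means activator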
Target sequence (P60953 whole entry, looked up): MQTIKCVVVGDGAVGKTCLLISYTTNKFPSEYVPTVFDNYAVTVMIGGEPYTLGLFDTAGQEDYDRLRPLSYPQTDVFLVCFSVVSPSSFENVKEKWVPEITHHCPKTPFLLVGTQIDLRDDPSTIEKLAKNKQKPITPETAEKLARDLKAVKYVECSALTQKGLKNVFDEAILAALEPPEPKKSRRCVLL
HRas wt GTP = modulators of GTP binding to HRas wildtype, primary screen, biochemical, bead-based flow cytometry, multiplex; GTP binding activity, % at 10 µM; GST-Ras wt beads, Bodipy-FL-GTP binding; actives lie on both sides; GTPase HRas (Homo sapiens), P01112; hit rate 0.14% among 190,000; AID 759, 2007;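 active = GTP binding activity at least 20% away from the 100% baseline, either lowered as inhibitor or raised as activator; inconclusive = flagged as likely green fluorescent, judged across all proteins in the well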;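 note: 0% = unlabeled GTP competition control and 100% = no-compound control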
Target sequence (P01112 whole entry, looked up): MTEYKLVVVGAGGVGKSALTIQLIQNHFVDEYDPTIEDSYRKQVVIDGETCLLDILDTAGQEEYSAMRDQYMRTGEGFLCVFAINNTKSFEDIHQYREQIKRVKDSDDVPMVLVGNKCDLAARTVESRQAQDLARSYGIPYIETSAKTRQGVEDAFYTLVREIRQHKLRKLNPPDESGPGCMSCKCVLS
Rac1 act GTP bind = GTP binding modulators of activated mutant Rac1, primary screen, biochemical, bead-based flow cytometry, multiplex, fluorescent GTP. Ras-related C3 botulinum toxin substrate 1 (Homo sapiens), P63000. GST-Rac1 activated beads; actives lie on both sides; 100% means binding = to untreated wells. percent activity (GTP binding), % at 10 µM. hit rate 0.11% among 190,000;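 active = GTP binding at least 20 percentage points away from the 100% baseline, in either direction, so actives lie on both sides; inconclusive = Compound likely fluorescent itself, or too few beads counted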
ABCB1 inh = ABCB1 efflux pump inhibitors, primary screen, cell-based, multiplex, flow cytometry, ABCG2 counter-screen | ATP-dependent translocase ABCB1 (Homo sapiens), P08183 | CCRF-Adr cells, JC-1 efflux | inhibition, % at 6.6 µM | hit rate 0.067% among 190,000 | AID 1326, 2008; in the data active = inhibition above about 40%;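 note: 0% = vehicle and 100% = reference inhibitor; higher value means more JC-1 retained so stronger ABCB1 efflux block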
Pf gametocyte = late stage P. falciparum gametocyte viability inhibitors, primary screen, ATP luminescence, HTS | P. falciparum stage V gametocytes, 24 h | inhibition, % at 10.9 µM | hit rate 0.065% among 150,000;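 active = inhibition above the mean plus 3 SD of compounds within the control limits, set per campaign, cut at about 38% in these data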;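 note: 0% = DMSO wells and 100% = medium only without gametocytes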
Rac1 wt GTP bind = wildtype Rac1 GTP binding modulators, primary screen, biochemical, GST-Rac1 beads, flow cytometry, multiplex; fluorescent GTP binding; actives lie on both sides; 0 = cold GTP competed, 100 = untreated; Ras-related C3 botulinum toxin substrate 1 (Homo sapiens), P63000; GTP binding activity (% of control), % at 10 µM; hit rate 0.27% among 190,000; AID 757, 2007;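 active = GTP binding activity at least 20 points away from the 100% control level, either lower or higher; inconclusive = compound flagged as likely green fluorescent, judged across all proteins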
Rab7 wt modul = modulators of GTP binding to Rab7, primary screen, biochemical, wildtype, multiplex bead flow cytometry. Rab7 GTPase wild type (dog), Bodipy-FL-GTP binding. GST-Rab7 beads, fluorescent GTP binding; actives lie on both sides; untreated = 100%, excess cold GTP = 0%. GTP binding activity (percent of control), % at 10 µM. hit rate 0.055% among 190,000;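 active = fluorescent GTP binding to Rab7 beads changed by at least 20 points from the 100% baseline, either direction, mostly lower; inconclusive = compound itself probably fluorescent, or too few beads counted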;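 note: median green fluorescence of bound Bodipy-FL-GTP per Rab7 bead population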
Avidin bead fluor = green autofluorescence of compounds with avidin beads – biophysical, 488/530 nm, flow cytometry, artefact control, profiling panel; hit rate 0.38% among 220,000; compound fluorescence 488/530 nm; active compounds read high; fluorescence (KMESF) at 10 µM; in the data active = fluorescence above about 47; note: inactives centre near 10
An asterisk follows results filed as active; ? = inconclusive; . = not tested or not shown. Rows are unselected. Share with any hit: about 1.1%.

Every second line gives: ABCG2 inh	HRas wt GTP	Avidin bead fluor	Cdc42 wt GTP	ABCB1 inh	Pf gametocyte	Rac1 act GTP bind	Rab7 wt modul	GSH fluor	Rab2 wt GTP	Rac1 wt GTP bind
- CC(O)c1nc2ccccc2n1CC(=O)Nc1ccc(F)cc1Cl (stereo not given)
 : 10.7	98.0	11	96.0	0.6	.	95.0	106.0	12	98.0	100.0
- Cc1cc(OCC(=O)C(C)(C)C)c2c(C)c(C)c(=O)oc2c1
 : 4.2	95.0	35	97.0	1.5	.	93.0	95.0	12	94.0	95.0
- COCCNC(=O)C1(C)C=CC2(CCCCC2)N1C(=O)c1ccccc1 (stereo not given)
 : -2.6	102.0	10	100.0	0.6	23.7	97.0	99.0	17	99.0	103.0
- Cc1cccc(C2c3[nH]c4ccccc4c3CCN2C(=O)c2cc(CC(C)C)[nH]c(=O)n2)n1 (stereo not given)
 : 1.1	94.0	10	90.0	0.1	-4.9	91.0	95.0	11	91.0	93.0
- Cc1cccc(NC(=O)CSc2nnc(Cc3ccccc3)o2)c1
 : 1.8	97.0	12	94.0	0.1	0.8	90.0	99.0	16	98.0	96.0
- Cc1occc1C(=O)N/N=C/C(Br)=C/c1ccccc1
 : 1.0	96.0	19	97.0	0.2	.	94.0	94.0	11	94.0	100.0
- CCN1CCCC1CNCc1ccccc1OCc1ccc(F)cc1 (stereo not given)
 : 1.1	99.0	9	101.0	0.2	12.1	99.0	99.0	5	96.0	100.0
- COc1cc(C(=O)NC(=S)N(CCc2ccccc2)CCc2ccccc2)cc(OC)c1OC
 : -4.3	97.0	4	97.0	1.1	.	99.0	94.0	8	96.0	103.0
- CC(=O)c1c(C)[nH]c(C2=NNC(=NC(C)(C)C)SC2)c1C
 : 3.1	92.0	23	97.0	0.6	-6.2	96.0	90.0	18	95.0	93.0
- Cc1cccc(Cn2c(SCC(=O)Nc3ccccc3)nc3c2c(=O)[nH]c(=O)n3C)c1
 : 9.0	103.0	7	104.0	2.2	.	104.0	102.0	26	104.0	107.0
- CCOc1cc(C=O)c(Br)cc1OC1CCCC1
 : 0.6	96.0	33	96.0	0.1	.	93.0	97.0	12	95.0	97.0
- Cc1cccnc1NC(=O)C1COc2ccccc2O1 (stereo not given)
 : 2.8	103.0	8	99.0	0.5	26.9	97.0	104.0	21	103.0	98.0
- O=C(OCCN1C(=O)c2ccccc2C1=O)c1ccc(S(=O)(=O)N2CCCCCC2)cc1
 : 4.1	96.0	16	94.0	-1.5	.	93.0	95.0	27	96.0	93.0
- O=C(c1ccco1)N1CCN(c2nc3ccccc3c(=O)n2-c2ccccc2)CC1
 : 2.7	104.0	9	105.0	1.8	16.3	102.0	104.0	13	106.0	110.0
- CCN(CC)C1CCCCC1NS(=O)(=O)c1ccc(Cl)cc1 (stereo not given)
 : 0.3	98.0	5	99.0	0.3	.	96.0	93.0	25	98.0	100.0
- Cc1cccc2cc(C#N)c(N3CCN(C)CC3)nc12
 : 0.9	96.0	34	95.0	0.1	6.4	96.0	95.0	11	93.0	94.0
- Cc1cccc(NC(=O)CN2C(=O)S/C(=C\c3cccn3-c3cccc(C(=O)O)c3)C2=O)c1
 : -0.7	92.0	12	93.0	-0.5	27.0	91.0	93.0	18	91.0	95.0
- CSc1ccccc1C(=O)N1CCCCC1
 : 0.6	97.0	11	97.0	0.1	-7.3	95.0	103.0	13	98.0	99.0
- Fc1ccc(/C=C2\CCCC3=C2Nc2ncnn2C3c2ccc(F)cc2)cc1 (stereo not given)
 : 2.2	100.0	9	97.0	0.2	.	95.0	102.0	16	99.0	104.0
- O=C(Nc1ccccc1F)C1(c2ccccc2)CC1(Cl)Cl (stereo not given)
 : 3.1	105.0	6	102.0	.	.	102.0	106.0	13	103.0	104.0
- Cc1nc2sccn2c1-c1nc(-c2cc3ccccc3o2)cs1
 : 3.2	81.0	9	83.0	0.5	-26.1	91.0	87.0	9	77.0*	79.0*
- CCNc1ccc(C(=O)OCC(=O)NCc2ccc(C)cc2)cc1[N+](=O)[O-]
 : 62.7	96.0	28	98.0	0.3	22.0	96.0	96.0	10	94.0	99.0
- Cn1c(SCC(=O)NC2CC2)nnc1C(F)(F)F
 : -3.1	96.0	14	96.0	-2.5	.	93.0	95.0	25	95.0	95.0
- CCN1CCN(CCCNC(=O)C2c3ccccc3C(=O)N(c3ccc(OC)cc3)C2c2ccc(OC)cc2)CC1 (stereo not given)
 : 3.5	96.0	11	97.0	0.5	18.3	98.0	89.0	16	96.0	99.0
- C/C(=N\Nc1ccc(Cl)cc1)c1ccccn1
 : 0.5	103.0	10	101.0	0.3	-5.3	97.0	104.0	9	102.0	100.0
- Cn1c(N2CCN(c3ccccn3)CC2)nc2c1c(=O)n(Cc1ccc(Cl)cc1)c(=O)n2C
 : 29.4	?	36	?	7.6	-13.5	?	?	9	?	?
- CN(C)S(=O)(=O)c1cccc(NC(=O)c2ccc(Sc3nncn3C)c([N+](=O)[O-])c2)c1
 : 1.3	98.0	6	96.0	0.0	-17.9	97.0	103.0	19	98.0	98.0
- CC(=O)N1CCN(C(=O)Nc2cccc(C(F)(F)F)c2)CC1
 : 1.4	97.0	8	98.0	0.1	-5.7	98.0	98.0	16	100.0	97.0
- Cc1cccc(NC(=S)N2CCN(c3ccccc3)CC2)c1
 : 0.3	102.0	12	97.0	-0.1	-2.5	97.0	106.0	12	100.0	101.0
- O=C(c1ccc(Br)o1)N(c1ccc(Br)cc1)C1C=CS(=O)(=O)C1 (stereo not given)
 : 2.3	102.0	8	103.0	0.7	.	103.0	98.0	48	100.0	105.0
- O=C(NNc1nc2c(F)cccc2s1)c1ccccc1
 : -2.2	100.0	24	96.0	-0.6	12.7	97.0	107.0	11	99.0	98.0
- COc1ccc(S(=O)(=O)Nc2ccc(F)cc2)cc1N(C)S(=O)(=O)c1ccc(Cl)cc1
 : 3.4	100.0	8	99.0	0.3	-16.3	95.0	97.0	4	96.0	99.0
- Cc1cc(C)n(-c2nc(N(C)C)nc(N3CCOCC3)n2)n1
 : 22.8	98.0	14	100.0	0.7	0.1	97.0	101.0	23	97.0	98.0
- O=C(Cc1cccs1)Nc1nnc(-c2ccncc2)s1
 : 3.8	95.0	34	97.0	0.6	-2.0	95.0	92.0	13	94.0	94.0
- Cc1nc2ccccc2cc1OCc1ccc(Cl)cc1
 : 6.5	95.0	35	93.0	1.1	0.0	92.0	92.0	15	91.0	92.0
- Cc1ccc(NC(=O)Nc2nnc(CSCCOc3ccc(Cl)cc3)s2)cc1
 : -3.4	100.0	7	99.0	-0.6	14.6	100.0	97.0	8	98.0	102.0
- Cc1ccc(-c2n[nH]c(=O)c3ccccc23)cc1S(=O)(=O)NCCO
 : 3.9	97.0	34	97.0	0.6	1.5	99.0	98.0	18	98.0	98.0
- O=C(ONC1=NCCCCC1)c1ccc(Cl)cc1
 : 4.5	104.0	9	103.0	0.7	-6.8	101.0	104.0	38	103.0	105.0
- O=C(Nc1nc(-c2cccs2)cs1)c1cccc(S(=O)(=O)N2CCCCC2)c1
 : 1.3	103.0	8	104.0	0.8	.	101.0	102.0	10	100.0	108.0
- COc1ccc(C(=O)NCCc2nnc3ccc(SCC(=O)Nc4cc(C)on4)nn23)cc1
 : 0.9	100.0	9	100.0	0.1	2.2	96.0	97.0	24	101.0	104.0
- O=C(Nc1ccc(NC(=O)c2cccs2)cc1)c1ccc(Br)o1
 : 52.9	?	14	?	-0.9	.	?	?	31	?	?
- COc1cc(/C=C(/NC(=O)c2ccccc2)C(=O)N2CCN(C)CC2)c([N+](=O)[O-])cc1OC
 : 7.8	102.0	12	107.0	0.1	1.4	102.0	101.0	11	101.0	107.0
- CCN(CC)c1nc(N2CCOCC2)c(C#N)c2c1CN(C)CC2
 : 1.1	101.0	5	103.0	0.2	.	100.0	100.0	24	99.0	104.0
- NNC(=O)c1ccc(CN2C(=O)c3cccc4cccc2c34)cc1
 : -0.2	94.0	7	93.0	0.1	21.1	95.0	97.0	19	95.0	95.0
- Cc1ccc2[nH]c3c(=O)n(CCc4cnc[nH]4)cnc3c2c1
 : 0.1	101.0	32	101.0	0.0	.	98.0	98.0	13	100.0	98.0
- Cc1ccc(C)c(N2CCN(CCCNC(=O)Cn3cccc3C(=O)c3ccccc3)CC2)c1
 : 1.1	96.0	6	97.0	3.0	.	100.0	92.0	17	94.0	102.0
- OCCC#Cc1ccc(CN2CCN(Cc3ccccc3)C(CCO)C2)cc1 (stereo not given)
 : 89.3*	97.0	9	96.0	13.6	-14.8	96.0	105.0	12	98.0	98.0
- CCCSc1ccc(-c2nn(-c3ccccc3)cc2/C=C(/C#N)C(=O)NCCCOC)cc1
 : 0.1	99.0	11	103.0	0.7	8.4	101.0	99.0	4	99.0	103.0
- CC(=O)c1cccc(S(=O)(=O)N2CCCC(c3nc(-c4ccc(C)o4)no3)C2)c1 (stereo not given)
 : -1.5	98.0	4	99.0	-0.8	-11.8	97.0	98.0	17	97.0	99.0
- CN(CCC#N)C(=S)NC(=O)c1ccc(S(=O)(=O)N2CCOCC2)cc1
 : -1.9	101.0	42	102.0	-0.8	15.4	100.0	104.0	12	102.0	103.0
- COc1ccc2[nH]cc(S(=O)(=O)c3ccc(F)cc3)c(=O)c2c1
 : 0.2	93.0	10	97.0	0.1	.	98.0	93.0	20	95.0	100.0
- O=C(CCC(=O)NC1CCN(Cc2ccccc2)CC1)NCc1ccco1
 : 5.6	101.0	29	102.0	0.0	-1.3	101.0	99.0	23	100.0	106.0
- O=c1c(C(c2ccc(O)cc2)c2c(O)nc3n(c2=O)CCCS3)c(O)nc2n1CCCS2
 : -1.1	94.0	6	94.0	-0.3	.	93.0	97.0	42	94.0	95.0
- Cc1ccc(O)c(NC(=O)CCC2CCCCC2)c1
 : 1.7	98.0	18	97.0	0.1	.	97.0	95.0	6	97.0	96.0
- Cc1c(C(=O)N2CCN(Cc3ccc4c(c3)OCO4)CC2)cccc1[N+](=O)[O-]
 : 0.7	97.0	10	99.0	0.8	.	98.0	96.0	25	96.0	105.0
